# G6PDH CS: L. mesenteroides G6PDH inhibition counter-screen; Purified L. mesenteroides G6PDH, diaphorase/resazurin coupled fluorescence, 45 min; inhibition, % at 5 µM; actives 0.12% (n = 200,000); in the data active = inhibition above about 50%
# HMGR II inh: inhibitors of class II HMG-CoA reductase from Enterococcus faecalis; purified E. faecalis HMGR, NADPH absorbance 340 nm kinetic; inhibition, % at 10 µM; actives 0.41% (n = 190,000); AID 1066;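 active = inhibition above a set limit, the median over all tested compounds plus 3 SD, cut at about 9.5% in these data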;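 also: enzyme runs in reverse so mevalonate oxidation gives rising NADPH absorbance; 0% = complete reaction with DMSO and 100% = background rate lacking mevalonate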
# PMI act: activators of human phosphomannose isomerase | purified human PMI, coupled resazurin fluorescence, 20 min; stronger effect = higher value; 1 = vehicle control, 0 substrate-free wells | activation factor at 20 µM | actives 0.005% (n = 190,000);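 active = activation factor of 2 or more at 20 µM, relative to plate controls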
# Target sequence (P34949 whole entry, looked up): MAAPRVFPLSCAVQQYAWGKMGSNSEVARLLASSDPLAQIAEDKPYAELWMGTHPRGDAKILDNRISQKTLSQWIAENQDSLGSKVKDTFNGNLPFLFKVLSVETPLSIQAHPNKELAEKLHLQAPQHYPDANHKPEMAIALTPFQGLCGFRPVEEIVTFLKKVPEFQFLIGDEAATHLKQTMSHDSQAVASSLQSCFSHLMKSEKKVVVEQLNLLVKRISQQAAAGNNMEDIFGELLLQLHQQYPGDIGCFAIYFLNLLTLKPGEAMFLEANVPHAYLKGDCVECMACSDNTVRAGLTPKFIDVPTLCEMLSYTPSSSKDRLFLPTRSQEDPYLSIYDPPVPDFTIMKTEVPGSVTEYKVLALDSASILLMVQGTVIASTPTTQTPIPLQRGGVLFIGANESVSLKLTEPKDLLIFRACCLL
# TNAP inh noacc: inhibitors of human TNAP without phosphate acceptor; actives 0.26% (n = 200,000); P05186; AID 1012; purified TNAP, CDP-star luminescence, 30 min; inhibition, % at 20 µM;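 active = tissue-nonspecific alkaline phosphatase inhibition above about 50% at 20 µM in the single-dose screen, limit read from the data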;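 also: 0% = DMSO negative control and 100% = EDTA positive control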
# PMI act satM6P: activators of human phosphomannose isomerase at near-saturating mannose 6-phosphate; P34949; coupled PMI enzyme assay, resazurin fluorescence, 20 min; stronger effect = higher value; 1 = untreated enzyme, 0 = substrate-free blank; activation factor at 20 µM; actives 0.34% (n = 190,000); AID 1216;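 active = activation factor of 2 or more at 20 µM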
#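 Material: human phosphomannose isomerase with PGI, G6PDH, diaphorase coupling enzymes; amount: PMI at 15 ng/mL final; also added: Mannose-6-phosphate 1.0 mM (near-saturating) plus 0.22 mM NADP+; incubation: enzyme reaction with compound 20 min at room temperature; signal: resorufin fluorescence (Ex 544/Em 590 nm) from resazurin via diaphorase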
# FLuc stim CS: firefly luciferase counter-screen for stimulation assays; 200,000 tested, under 10 active; P08659; ATPlite luciferase biochemical, luminescence, 10 min; 0 = ATP-free wells, 1 = DMSO control; activation factor at 10 µM;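 active = luciferase activation factor, scaled between plate controls, of at least 2 with compound at 10 µM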
# Target sequence (P08659 whole entry, looked up): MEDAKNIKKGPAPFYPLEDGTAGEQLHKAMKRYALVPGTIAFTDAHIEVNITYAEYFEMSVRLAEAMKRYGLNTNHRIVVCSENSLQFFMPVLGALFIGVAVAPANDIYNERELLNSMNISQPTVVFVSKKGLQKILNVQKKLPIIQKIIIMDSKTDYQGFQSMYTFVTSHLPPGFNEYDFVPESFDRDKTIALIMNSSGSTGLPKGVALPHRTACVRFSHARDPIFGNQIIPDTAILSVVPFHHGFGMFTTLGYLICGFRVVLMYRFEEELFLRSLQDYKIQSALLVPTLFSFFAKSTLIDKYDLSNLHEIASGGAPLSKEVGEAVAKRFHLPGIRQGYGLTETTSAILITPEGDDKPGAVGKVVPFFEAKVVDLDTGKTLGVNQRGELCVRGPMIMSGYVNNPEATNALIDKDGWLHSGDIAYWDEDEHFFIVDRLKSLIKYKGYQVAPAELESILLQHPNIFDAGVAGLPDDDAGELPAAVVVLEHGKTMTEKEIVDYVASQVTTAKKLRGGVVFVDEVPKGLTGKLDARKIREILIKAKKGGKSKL
#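 Assay system: Luciferase/luciferin reagent mix; Medium: PBS as buffer for the ATP substrate; Dosing: test compounds dosed from 2 mM stocks in 100% DMSO; Times: 10 min, room temperature; Signal: luminescence from luciferase reaction; Read-out: luciferase activation; Controls: No-ATP low control, compound-free enzyme-plus-ATP high control.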
# Diaphorase act: counter-screen for diaphorase-based assays: diaphorase activators and chemical reducers. Diaphorase/resazurin coupled assay, resorufin fluorescence, 16 min; stronger effect = higher value; 1 = vehicle wells, 0 = NADH-free wells. activation factor at 20 µM. actives 0.005% (n = 190,000);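 active = diaphorase activity raised at least twofold by the compound at 20 µM; inactive = activation factor below 2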
#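 Measured by – red resorufin fluorescence at 544/590 nm excitation/emission · Test system – Clostridium kluyveri diaphorase, purified enzyme · Incubation – reaction time 16 min, room temperature · Buffer or medium – 50 mM HEPES pH 7.4 with 4.542 mM MgCl2, 0.005% Tween 20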
# Diaphorase inh: diaphorase inhibition or chemical oxidation counter-screen; inhibition, % at 20 µM; AID 1217; diaphorase resazurin-to-resorufin fluorescence, NADH, 16 min; bacterial (C. kluyveri) enzyme, not human; actives 0.69% (n = 190,000);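 active = primary screen inhibition at 20 µM above a set limit, cut at about 50% in these data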;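 also: plate controls were DMSO with full reaction for no effect and wells lacking NADH for full effect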
#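 Detection: fluorescence of resorufin formed from resazurin, Ex 544/Em 590 nm; test system: Clostridium kluyveri diaphorase enzyme; amount: 0.14 U/mL diaphorase, enzyme working solution; times: 16-min room-temperature incubation before reading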
# TNAP inh hi DEA: TNAP (human) inhibition, high acceptor. P05186. purified TNAP, CDP-star luminescence, 1 M DEA. inhibition, % at 20 µM. actives 0.03% (n = 200,000);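 active = over 50% inhibition of tissue-nonspecific alkaline phosphatase at 20 µM in the single-dose screen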;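 also: plate controls were DMSO wells for no effect and EDTA-quenched wells as full inhibition for full effect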
# TNAP act hiacc: increases human TNAP activity under high phosphate acceptor concentration; purified TNAP, CDP-star luminescence, 1 M DEA, 30 min; stronger effect = higher value; 0 = EDTA background, 1 = DMSO-only activity; AID 1136; P05186; activation factor at 20 µM; 200,000 tested, under 10 active;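 active = activation factor at least 2 at 20 µM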
#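 Assay system: human TNAP; Input: enzyme diluted 1/800 final; Reagent: CDP-star luminogenic substrate at 100 µM final; Timing: 30 min, room temperature; Signal: luminescence; Evaluation: TNAP activation factor scaled between EDTA and DMSO control wells.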
# Numbers without * were called inactive; · = not tested or not shown.
SMILES,G6PDH CS,HMGR II inh,PMI act,TNAP inh noacc,PMI act satM6P,FLuc stim CS,Diaphorase act,Diaphorase inh,TNAP inh hi DEA,TNAP act hiacc
COc1ccc(OC)c(/C=C/C(=O)Nc2ccc3c(c2)CCC3)c1,-19,-3,0.9,-11,0.9,1,0.8,22,-7,1.1
O=C(NCCc1ccc(O)cc1)c1ccc(Cl)cc1,-3,-7,1,-8,1,0.5,0.9,6,-1,1
CCN(CC)C(=O)COc1ccc(/C(C)=N/NC(=O)c2ccccc2Br)cc1,7,-5,1.1,-15,1,1,1,3,-5,1
CCOc1ccc(NC(=O)Cn2c(=O)oc3ccccc32)cc1,13,0,0.9,-5,1,1,1,3,-2,1
COc1cc2c(cc1OC)C(C(=O)N1CCCCC1)C(c1ccccc1F)N(C)C2=O (configuration not stated),-2,1,1,-2,1.1,1,1,0,5,0.9
CC(C)CCNC(=O)c1c[nH]c2ccc(S(=O)(=O)N3CCC4(CC3)OCCO4)cc2c1=O,2,0,1,-8,1.1,1,0.9,7,-3,1
COc1ccc(NC(=O)c2c(Nc3ccccc3)sc(C(=O)c3ccc(F)cc3)c2N)cc1,2,1,0.9,0,1,1,0.7,35,3,1
O=C1CC(c2ccccc2)CC(O)=C1C=NCCc1ccccc1 (configuration not stated),7,3,1,-13,1.1,1.1,0.9,7,-4,1
COc1ccccc1NC(=O)COC(=O)Cc1c[nH]c2ccccc12,9,2,0.8,-11,0.8,1,0.8,20,-3,1
Cc1ccc(Cn2c(SCCN3CCCCC3)nc3c2c(=O)[nH]c(=O)n3C)cc1,-23,-4,0.9,8,0.9,1.1,0.9,11,2,1
CCOC(=O)C1=NOC(Cn2cc(C#N)c(=O)n(C)c2=O)C1 (configuration not stated),-4,-5,1.1,-7,1,1.1,1,-1,-4,1
O=C(CCCN1C(=O)c2ccccc2C1=O)Nc1sc2c(c1C(=O)NCc1ccco1)CCC2,5,2,0.9,-4,0.9,1.1,0.7,26,-8,1.1
N#CCC(CNc1ncc(C(F)(F)F)cc1Cl)OC(=O)c1cccc([N+](=O)[O-])c1 (configuration not stated),-14,2,0.8,-8,0.8,1.1,0.7,26,0,1
CCN1CCn2c1nc(N1CCCCC1)nc2=O,-5,-4,1,-12,0.9,1,0.9,11,0,1
Cc1ccccc1/[N+]([O-])=C/c1cccs1,1,3,0.9,-11,0.9,1.1,0.9,14,-7,1.1
Cc1cc(=O)oc2cc(OCC(=O)N/N=C/c3cc([N+](=O)[O-])ccc3O)ccc12,-34,-9,1,89*,1,0.9,0.5,47,13,0.9
Cc1cccc(/N=C2/NC(=O)C(Cc3ccccc3)S2)n1 (configuration not stated),14,-1,·,9,·,1,·,·,2,1
Cc1cc(NC(=O)c2ccco2)ncc1NC(=O)Cc1ccccc1,4,0,1.1,-2,1,0.9,0.9,12,-5,1.1
CCOc1ccc(C/C(N)=N/n2cnnc2)cc1,-2,-2,0.8,-8,0.9,1.1,0.9,7,-3,1
Cc1onc(-c2ccccc2)c1C(=O)c1c[nH]c(C(=O)NCCCN2CCOCC2)c1,13,-1,1.1,-14,1,1,1,1,-4,1
CCOC(=O)c1c(-c2ccccc2)csc1NC(=O)COc1ccc2c(C)cc(=O)oc2c1,-22,1,0.9,-3,1,1,1,5,-4,1
O=C(NCCCN1CCOCC1)c1ccccc1-c1ccccc1,-4,-4,0.8,-5,0.9,1.1,0.8,19,-1,1
O=C(Nc1ccc(Cl)c(Cl)c1)Nc1ccccc1C(=O)O,12,0,0.9,-10,0.9,0.3,0.8,15,-5,1
CCc1nnc(NC(=O)CSc2ncnc3c2cnn3-c2ccc(OC)cc2)s1,11,3,1,-9,1,1,1,-3,-5,1
COc1cc(S(=O)(=O)N2CCOCC2)ccc1NC(=O)COC(=O)CC12CC3CC(CC(C3)C1)C2,9,-7,0.9,-3,0.9,1,0.8,17,8,0.9

# Only TNAP inh hi DEA, PMI act satM6P and FLuc stim CS, for some of the entries so far:
SMILES,TNAP inh hi DEA,PMI act satM6P,FLuc stim CS
Cc1cc(=O)oc2cc(OCC(=O)N/N=C/c3cc([N+](=O)[O-])ccc3O)ccc12,13,1,0.9
CCOc1ccc(C/C(N)=N/n2cnnc2)cc1,-3,0.9,1.1
Cc1ccc(Cn2c(SCCN3CCCCC3)nc3c2c(=O)[nH]c(=O)n3C)cc1,2,0.9,1.1
Cc1onc(-c2ccccc2)c1C(=O)c1c[nH]c(C(=O)NCCCN2CCOCC2)c1,-4,1,1
N#CCC(CNc1ncc(C(F)(F)F)cc1Cl)OC(=O)c1cccc([N+](=O)[O-])c1 (configuration not stated),0,0.8,1.1
COc1ccc(NC(=O)c2c(Nc3ccccc3)sc(C(=O)c3ccc(F)cc3)c2N)cc1,3,1,1

# Later entries:
SMILES,G6PDH CS,HMGR II inh,PMI act,TNAP inh noacc,PMI act satM6P,FLuc stim CS,Diaphorase act,Diaphorase inh,TNAP inh hi DEA,TNAP act hiacc
CCc1nnc(SCC(=O)Nc2ccc3c(c2)OCO3)o1,4,-1,1,-16,1,1.1,0.9,12,-6,1.1
O=C(COc1ccccc1)OCc1csc(Nc2ccccc2)n1,10,5,0.8,-10,0.8,1,0.8,23,-2,1
CCOC(=O)/C(C#N)=C1/C=CN(c2ccccc2)C=N1,-1,-6,1.1,-20,1.1,1,0.9,12,-8,1.1
Cc1sc(NC(=O)CCl)c(C(=O)c2ccccc2)c1C,-18,-2,0.8,-2,1,1,0.9,12,9,0.9
CC(C)(C)c1ccc(C(=O)OC/C(O)=C(\C#N)c2nc3ccccc3s2)cc1,-30,-6,1,-18,1,1,0.9,8,-4,1
COc1ccc(Nc2nnc(SCC(=O)N3CCCC3)s2)cc1,3,-1,1.1,-8,1,0.8,0.9,5,0,1
O=C(Cn1cnc2cc([N+](=O)[O-])ccc2c1=O)Nc1ccc2c(c1)OCO2,12,-5,0.9,-6,0.7,1.1,0.8,15,-4,1
CCC(=O)N1CCN(CCN=CC2=C(O)CC(c3ccc(OC)cc3)CC2=O)CC1 (configuration not stated),8,2,1,-10,1.1,1,1,3,0,1
CC1CCC2(CC1)NC(=O)N(CC(=O)NCc1cccs1)C2=O (configuration not stated),-10,-2,1,-4,1.1,1.1,0.9,6,-1,1
Nc1ccc(C(=O)OCC(=O)N2CCc3ccccc3C2)cc1[N+](=O)[O-],9,-2,1,-3,0.9,1,0.9,10,0,1
COc1cccc(CN2CCN(c3cccc(C(F)(F)F)c3)CC2)c1OC,-4,2,1.1,-10,1.1,1.1,0.8,18,-2,1
CC(=O)N1CC23C=CC(CC2CC12CCCCCC2)O3 (configuration not stated),8,-6,1,-6,1.1,1,1,3,1,1
Cn1c(CCCOc2ccc(Cl)cc2Cl)nnc1SCC(=O)Nc1ccc(F)c(Cl)c1,-19,0,0.8,-3,0.8,1,0.9,12,1,1
CN1CCN(S(=O)(=O)c2ccc(N(C)Cc3cccs3)nc2)CC1,-5,-1,1.1,3,1,1,1,-1,6,0.9
CC(C)=CCCC1=CCC(/C(C)=N/NC(N)=O)CC1 (configuration not stated),9,4,0.9,-2,0.9,1,0.8,16,1,1
CCc1cccc(NC(=O)c2cc(OC)c(OC)c(OC)c2)c1,4,-8,1,-11,1,1,0.9,7,-5,1
CC(=O)c1c(C(C)=O)c(C)n(-c2ccc(O)cc2)c1C,3,-3,0.9,-10,1,1,1,-1,-3,1
CC(C)(C)OC(=O)N/N=C\c1ccc(OC(=O)c2cccs2)cc1,3,0,0.9,-4,0.9,1.1,0.8,20,-8,1.1
CC1=C(C(=O)OCc2ccccc2)C(c2ccc(Cl)cc2)NC(=O)N1CCCCCC(=O)O (configuration not stated),12,0,1.1,-1,1.1,1,0.9,7,-3,1
CC(OC(=O)Cn1c(C(F)(F)F)nc2ccccc21)C(N)=O (configuration not stated),8,-4,1.1,-8,1.1,1,0.9,7,0,1
Fc1cccc(-c2cc3nc4c(c(N5CCOCC5)n3n2)CCCC4)c1,1,-6,0.8,0,0.8,1,0.8,18,0,1
Cc1ccc2c(C(=O)N3CCN(c4ccccc4)CC3)cc(-c3cccnc3)nc2c1C,18,-3,1,2,1,1.1,1,-1,-4,1
CCOC(=O)C(=O)Nc1ccc(F)cc1,2,-6,1,-20,1,1,1,3,-4,1
Cc1cc(C)c(C#N)c(SCc2ccc3c(c2)OCO3)n1,-3,-2,0.8,-3,0.8,1,0.8,21,-1,1
CCCCCNC(=O)C1CC=CCC1C(=O)O (configuration not stated),1,-3,1,-7,1,1,1,3,0,1
SMILES,G6PDH CS,HMGR II inh,PMI act,TNAP inh noacc,PMI act satM6P,FLuc stim CS,Diaphorase act,Diaphorase inh,TNAP inh hi DEA,TNAP act hiacc
CN1CCN(S(=O)(=O)c2cccc(C(=O)O)c2)CC1,4,-5,1.1,-6,1.1,1,1,3,0,1
N#Cc1ccccc1NC(=O)Nc1ccc(Cl)cc1,5,3,1.2,-1,1.2,1,1.2,-21,-10,1.1
COc1ccc(-c2ccc(SCC(=O)Nc3cc(C)on3)nn2)cc1OC,2,2,0.9,-6,1,0.7,0.9,11,-3,1
COc1ccc(C2c3c(oc4ccccc4c3=O)C(=O)N2c2ccc(C)cn2)cc1OC (configuration not stated),-44,-4,0.9,-5,0.9,1,0.9,9,0,1
Cc1ccc(C)c(Cn2nnc3c(=O)[nH]c(C(=O)NCC4CCCO4)nc32)c1 (configuration not stated),1,-1,1,-13,1,1.1,0.7,27,-6,1.1
O=C(Cn1c(=S)nc2ccccn21)N1CCc2ccccc2C1,2,2,0.9,-7,0.9,1,0.8,17,-5,1.1
O=C(O)CCC(=O)Nc1ccccc1C(=O)NCc1ccco1,10,-5,1.2,-4,1.1,1,1.2,-20,-3,1
CC12CCC(c3c(CO)nn(-c4ccccc4)c31)C2(C)C (configuration not stated),12,0,0.8,-12,0.9,1,0.9,11,-6,1.1
CC(NC(=O)COC(=O)c1ccc2c(c1)OCO2)c1ccccc1 (configuration not stated),10,3,1.1,5,1.1,1,1.1,-5,-7,1.1
CC1CCCC(C)N1C(=O)c1cc2ncc(CCCl)cn2n1 (configuration not stated),4,-1,1.2,-4,1.2,1,1.1,-9,-1,1

# Another view of part of the listing above:
Structure | G6PDH CS | HMGR II inh | PMI act | TNAP inh noacc | PMI act satM6P | FLuc stim CS | Diaphorase act | Diaphorase inh | TNAP inh hi DEA | TNAP act hiacc
Cc1ccc(C)c(Cn2nnc3c(=O)[nH]c(C(=O)NCC4CCCO4)nc32)c1 (configuration not stated) | 1 | -1 | 1 | -13 | 1 | 1.1 | 0.7 | 27 | -6 | 1.1
O=C(Cn1c(=S)nc2ccccn21)N1CCc2ccccc2C1 | 2 | 2 | 0.9 | -7 | 0.9 | 1 | 0.8 | 17 | -5 | 1.1
